Screening results deposited in PubChem BioAssay by Sanford-Burnham Center for Chemical Genomics.
APJ ag = agonists of human apelin receptor APJ, primary screen, CHO-K1 cells, PathHunter beta-arrestin, luminescence; P35414; activation, % at 20 µM; AID 2520, 2010; 0% DMSO wells, 100% apelin; 330,000 tested, 0.11% active;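 active means activation more than six SD over the plate average, tested at 20 µM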;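 further: 0% = DMSO alone and 100% = apelin-13 at 10 nM; some results filed as inactive read as strong as hits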
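Incubation: overnight seeding, 90 min compound at 25 °C, 1 h detection; test system: PathHunter CHO-K1 APJ (AGTRL-1) beta-arrestin reporter cells; amount: 1000 cells/well; doses: one dose, 20 µM compound, 1% DMSO; measured by: beta-gal luminescence; measure: agonist-driven arrestin binding to APJ; benchmarks: negative DMSO alone, positive Apelin-13 at 10 nM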
Gli-Sufu antag = Gli-Sufu pathway antagonists, primary screen, luciferase luminescence, Sufu-KO-LIGHT cells, uHTS | Sufu-KO-LIGHT fibroblasts, Gli luciferase reporter luminescence | inhibition, % at 5 µM | 340,000 tested, 0.74% active;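 active means inhibition above about 55%, limit read from the data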;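 further: 0% = DMSO-treated cells and 100% = wells with medium but no cells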
ATG4B inhibitor = ATG4B protease inhibitors, primary screen, biochemical, fluorescence, uHTS; Cysteine protease ATG4B (Homo sapiens), Q9Y4P1; ATG4B cleavage of LC3-PLA2, NBD-HPC fluorescence, 1 h; inhibition, % at 8.33 µM; 340,000 tested, 0.51% active; in the data active means inhibition above about 40%
Target sequence (Q9Y4P1 whole entry, looked up): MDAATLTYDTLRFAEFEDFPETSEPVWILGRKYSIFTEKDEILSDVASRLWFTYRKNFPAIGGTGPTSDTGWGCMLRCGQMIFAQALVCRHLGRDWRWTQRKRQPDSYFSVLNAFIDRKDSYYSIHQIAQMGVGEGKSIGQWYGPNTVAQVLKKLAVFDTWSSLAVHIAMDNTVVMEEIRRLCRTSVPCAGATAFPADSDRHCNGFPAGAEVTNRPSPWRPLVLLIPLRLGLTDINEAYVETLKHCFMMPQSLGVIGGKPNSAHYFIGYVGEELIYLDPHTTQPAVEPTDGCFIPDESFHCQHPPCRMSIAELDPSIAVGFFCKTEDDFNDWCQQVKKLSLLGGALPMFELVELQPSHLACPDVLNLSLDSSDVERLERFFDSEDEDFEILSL
APJ antag = antagonists of human apelin receptor APJ, primary screen, CHO-K1 cells, beta-arrestin complementation, luminescence. P35414. inhibition, % at 20 µM. 330,000 tested, 0.32% active. AID 2521, 2010;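 active means inhibition above about 40% at 20 µM, limit read from the data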;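 further: cells challenged with 10 nM apelin-13 agonist together with compound; plate controls were apelin-13 plus DMSO wells for no effect and DMSO wells lacking apelin-13 for full effect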
CCR6 antagonist = CCR6 receptor antagonists, primary screen, cell-based, CHO-K1, luminescence, beta-arrestin, uHTS; inhibition, % at 20 µM; AID 493098, 2011; 340,000 tested, 0.49% active; CHO-K1 CCR6 PathHunter beta-arrestin, CCL20-stimulated; C-C chemokine receptor type 6 (Homo sapiens), P51684;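 active means compounds whose inhibition of the agonist-driven luminescence signal at 20 µM reaches about 50%, limit read from the data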;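 further: cells stimulated with CCL20 at 14 nM final; plate controls were DMSO with CCL20 for no effect and DMSO without agonist for full effect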
Target sequence (P51684 whole entry, looked up): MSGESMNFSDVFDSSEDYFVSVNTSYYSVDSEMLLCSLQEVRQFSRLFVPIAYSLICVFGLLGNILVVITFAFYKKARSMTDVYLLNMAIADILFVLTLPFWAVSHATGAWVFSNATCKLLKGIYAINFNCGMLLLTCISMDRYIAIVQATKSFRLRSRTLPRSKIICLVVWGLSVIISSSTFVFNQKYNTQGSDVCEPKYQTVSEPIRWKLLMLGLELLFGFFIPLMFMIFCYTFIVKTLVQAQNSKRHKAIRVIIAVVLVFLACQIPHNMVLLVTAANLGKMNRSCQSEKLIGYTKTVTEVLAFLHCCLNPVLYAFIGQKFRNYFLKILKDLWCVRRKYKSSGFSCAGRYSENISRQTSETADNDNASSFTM
UBC13 polyUb = UBC13 polyubiquitin chain formation inhibitors, primary screen, biochemical, TR-FRET, uHTS | Ubiquitin-conjugating enzyme E2 N (Homo sapiens), P61088 | AID 485273, 2010 | inhibition, % at 20 µM | 330,000 tested, 0.47% active; in the data active means inhibition above about 45%, passing the limit was not always enough
CXCR6 block = CXCR6 receptor inhibitors, primary screen, cell-based, beta-arrestin, luminescence, CHO-K1 PathHunter, 1536-well. C-X-C chemokine receptor type 6 (Homo sapiens), O00574. inhibition, % at 20 µM. 360,000 tested, 0.36% active. AID 602244, 2012; in the data active means inhibition above about 34%, passing the limit was not always enough;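 further: antagonist mode with CXCL16 agonist at 10 nM final; 0% = 10 nM CXCL16 with DMSO and 100% = unstimulated wells without agonist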
Target sequence (O00574 whole entry, looked up): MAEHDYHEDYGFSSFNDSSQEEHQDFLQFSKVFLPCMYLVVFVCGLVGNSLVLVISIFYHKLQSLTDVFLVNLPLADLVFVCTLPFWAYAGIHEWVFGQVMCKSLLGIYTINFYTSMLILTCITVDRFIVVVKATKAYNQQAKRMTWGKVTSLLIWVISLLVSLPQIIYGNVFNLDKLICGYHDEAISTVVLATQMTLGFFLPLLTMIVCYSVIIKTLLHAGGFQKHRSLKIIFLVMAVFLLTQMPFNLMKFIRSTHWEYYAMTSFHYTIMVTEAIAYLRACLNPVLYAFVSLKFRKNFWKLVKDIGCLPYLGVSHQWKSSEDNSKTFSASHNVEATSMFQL
EBI2 antag = EBI2 receptor antagonists, beta-arrestin recruitment, primary screen, cell-based, luminescence, 7a,25-OHC stimulation, uHTS; G-protein coupled receptor 183 (Homo sapiens), P32249; inhibition, % at 5 µM; 7a,25-OHC stimulated; 360,000 tested, 0.81% active; AID 651636, 2012; in the data active means inhibition above about 38%;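 further: enzyme fragment complementation signal reports receptor beta-arrestin coupling in cells; 0% = agonist plus DMSO wells and 100% = wells without agonist; some results beyond the cut were filed as inactive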
Active calls of the source: *; x = not tested or not shown.

SMILES	APJ ag	Gli-Sufu antag	ATG4B inhibitor	APJ antag	CCR6 antagonist	UBC13 polyUb	CXCR6 block	EBI2 antag
COCCn1c(C)cc(C(=O)CSc2nnnn2C2CCCC2)c1C	-3	16	4	6	17	1	-1	-10
O=C1CC(c2ccco2)CC(O)=C1C=NCCN1CCNCC1 (centres undefined)	2	6	-17	1	-4	-1	0	-1
Cc1c(Cc2ccccc2)c(=O)oc2c(C)c(OCC(=O)N3CCC(C(=O)O)CC3)ccc12	1	2	-7	13	0	4	-6	1
CC(C)CN(C(=O)CC1OC(=O)c2ccccc21)c1c(N)n(Cc2ccccc2)c(=O)[nH]c1=O (centres undefined)	-3	1	-5	12	-1	0	3	-11
O=C(NCc1ccccc1)C(Cc1ccccc1)NS(=O)(=O)c1cccc2nsnc12 (centres undefined)	-1	-2	3	12	4	-15	5	-11
O=C(COCC(=O)N/N=C/c1ccc(F)cc1)N/N=C/c1ccc(F)cc1	-1	-8	-8	4	-6	-1	-15	5
CCOC(=O)c1sc(NC(=O)c2cc(-c3ccccc3)nc3ccccc23)c(C#N)c1C	-2	53	-4	21	-10	-32	1	-3
Fc1ccc(Nc2nc(N3CCOCC3)nc(N3CCOCC3)n2)cc1	-3	37	1	5	4	1	-3	-7
C=CCn1c(COc2cccc(C)c2)nnc1SCC(=O)c1c[nH]c2c(CC)cccc12	-2	-16	-6	-3	4	12	-4	-4
c1cncc(Cc2cc3ccccc3[nH]2)c1	-4	-2	12	11	9	-2	8	-10
COc1ccc(OC)c(S(=O)(=O)NC2CCCCC2)c1	-3	1	2	-8	3	10	-4	-4
O=C(NCCN1CCOCC1)C1(C(F)(F)F)C/C(=C\Cc2ccccc2)CCCO1 (centres undefined)	1	-16	7	-6	8	6	-2	-2
CCCCCN1C=CC(=C2C(=O)c3ccccc3C2=O)C=C1	-3	59*	-1	20	0	-11	-1	2
Cc1ccc(C(=O)COC(=O)COc2ccccc2C)cc1	1	46	6	-28	7	-1	0	8
Cc1ccc(Oc2nc(C(F)(F)F)nc3ccccc23)cc1	-6	-30	4	26	23	0	-1	-16
NC(=O)CC(NC(=O)Cc1cccc2ccccc12)c1ccc(N2CCC(N3CCCCC3)CC2)c([N+](=O)[O-])c1 (centres undefined)	-2	4	2	0	6	-2	5	5
O=S(=O)(c1cccs1)N1CCC(Cc2ccccc2)CC1	-1	2	-5	21	23	-6	-6	-1
CC(NC(=O)NC1CCCCC1)C(c1cccs1)N1CCOCC1 (centres undefined)	3	1	-19	8	11	1	9	-3
CN(C)c1ccc(/C=N/n2c(COc3ccccc3)n[nH]c2=S)cc1	-6	1	0	-8	8	-13	1	-3
CCCn1cc(CN2CCC(Cc3ccccc3)(C(=O)OCC)CC2)c(C)n1	-5	42	-1	2	-2	10	-4	13
O=C(CN1C(=O)NC2(CCc3ccccc32)C1=O)Nc1c(Cl)cccc1Cl (centres undefined)	-1	-7	1	14	6	7	-1	0
COc1ccc(CNC(=O)c2cc3cc(OC)ccc3oc2=O)cc1	-2	-33	-10	-12	12	13	6	-3
Cc1ccc(C(=O)NC23CC4CC(CC(C4)C2)C3)c(Cl)c1	-4	-3	9	-1	17	0	7	4
N#CC1=C(N)Oc2cc(O)c(C=Nc3ccccc3)cc2C1c1ccccc1 (centres undefined)	1	2	9	-19	-10	-11	4	-11
CCSc1nncn1/N=C/c1ccc(OC)c(OC)c1	-5	-16	-5	-12	3	-5	2	-1
CC(=O)c1c(C)[nH]c(C(=O)OCC(=O)N2CCN(S(=O)(=O)c3ccc(C)cc3C)CC2)c1C	1	4	-28	-16	3	10	-6	-5
CCC(Cc1ccccc1)NC(=O)CCNS(=O)(=O)c1cc(Br)cnc1N (centres undefined)	-4	-29	-6	-20	11	-8	3	7
Cc1ccc(NC(=S)NCc2ccc(Cl)cc2)c(OC(F)F)c1	-1	3	47*	8	19	4	-2	5
COc1ccc(-c2oc(/N=C/N3CCOCC3)c(C#N)c2-c2ccc(OC)cc2)cc1	-1	6	-17	0	14	3	12	36
COc1ccc(C(=O)COC(=O)/C=C/c2ccccc2)c(OC)c1	-3	-13	10	20	24	-19	11	-2
O=C(Cn1nc(-c2ccc(F)cc2)ccc1=O)Nc1ccc2c(c1)OCCO2	0	-7	-4	-5	-4	-9	-5	0
Cc1ccc(CNS(=O)(=O)c2ccc(-c3cnc(C4CC4)o3)cc2)cc1	-1	0	-10	15	9	-7	4	-9
CCOc1ccc(Nc2nc(Cc3nnc(SCC(=O)NC4CCCCC4)n3C)cs2)cc1	2	13	-25	-18	-7	-14	3	3
COc1cccc(NC(=O)CN(C)C(=O)c2ccc(COc3ccccc3)cc2)c1	-5	-7	0	7	13	2	6	2
Cc1cc(C)cc(NC(=O)COC(=O)c2ccc3c(c2)OCCO3)c1	-3	0	4	-3	7	9	-2	5
CC(C)(C)OCC(O)CN1CCN(C(=O)c2ccccc2)CC1 (centres undefined)	-1	7	0	5	3	4	-3	5
CCCCSc1nc(O)c(C2OC(=O)c3c2ccc(OC)c3OC)c(=O)n1-c1ccccc1 (centres undefined)	-4	-1	8	-12	18	1	15	-3
CC(OC(=O)c1ccc([N+](=O)[O-])o1)C(=O)NC1CCCCC1C (centres undefined)	2	-13	-1	-110	-8	-9	-18	-7
COC(=O)C1=C(Nc2ccc(C)cc2)C=C(C)C(C(=O)OC)C1c1cccc(OC)c1 (centres undefined)	-3	10	1	5	27	-12	16	23
COc1ccc(Cl)cc1S(=O)(=O)N1CCN(CC(=O)C(C)(C)C)CC1	-1	-3	-5	-7	-9	-14	0	0
Cc1ccc(S(=O)(=O)N2CCC(C(=O)N[C@H](C(=O)NC3CCS(=O)(=O)C3)C(C)C)CC2)cc1 (some centres undefined)	0	4	3	-10	7	-1	0	-6
CC(Cc1cccnc1)NC(=O)c1cc(COc2ccc(F)cc2Cl)on1 (centres undefined)	0	-10	12	1	6	-2	-10	-12
CC(CCc1ccc(O)cc1)N1CCC(Oc2ccc(C(=O)N3CCCC3)cc2)CC1 (centres undefined)	-3	-1	-12	9	-7	3	-1	-8
O=C1/C(=C/N(C(=O)c2ccco2)c2ccc(Br)cc2)Sc2ccccc21	3	-48	9	-51	12	-30	-4	5
N/C(=N\OC(=O)c1cccc(Br)c1)c1ccccc1	12	-9	6	-20	-8	-1	-5	13
CC1Oc2ccccc2N(CC(=O)N2CCCCCC2)C1=O (centres undefined)	-5	-3	0	-3	2	-5	5	6
CC1Sc2ccc(S(=O)(=O)CCC(=O)Nc3ccccn3)cc2NC1=O (centres undefined)	0	5	-3	8	1	-6	6	2
COc1cc(C(C)=O)ccc1OC(C)C(=O)Nc1ccc(S(=O)(=O)N2CCCC2)cc1 (centres undefined)	0	-7	-7	10	8	14	-7	9
CN(C)CCCNC(=S)NCC(c1ccc(Cl)cc1Cl)c1c[nH]c2ccccc12 (centres undefined)	1	6	8	25	19	60*	12	-12
c1ccc(-c2noc(CN3CCOCC3)n2)cc1	-1	-22	-13	-28	-9	-8	1	-3
(cont.)
SMILES	APJ ag	Gli-Sufu antag	ATG4B inhibitor	APJ antag	CCR6 antagonist	UBC13 polyUb	CXCR6 block	EBI2 antag
COc1cccc(NC(=O)c2ccnc(N3CCC(C(=O)NCc4ccccc4OC)CC3)c2)c1	1	-1	-15	-3	16	3	4	-1
Cc1cc(SCC(=O)N/N=C/c2cccnc2)nc2c(C)cccc12	-3	7	4	11	0	14	-12	65*
COc1cc(/C=N/NC(=O)COc2ccccc2[N+](=O)[O-])ccc1OC(=O)c1ccco1	-3	-4	1	7	14	4	-4	-13
Cn1c(=O)oc2cc(S(=O)(=O)NCCC(=O)NC3CCCc4ccccc43)ccc21 (centres undefined)	-2	3	2	-5	-3	8	-3	0
O=C(CN(c1ccc(F)cc1)S(=O)(=O)c1ccc2c(c1)OCCO2)Nc1ccccc1	-4	5	-8	6	-2	7	1	5
CS(=O)(=O)c1ccc(Cl)c(NC(=O)c2ccc3ccccc3c2)c1	-1	5	-8	-5	2	9	2	10
CCOCCc1nnc(NC(=O)CCC2CCCCC2)s1	-4	-3	-3	-4	4	6	-8	-10
COc1cccc(OC)c1C(=O)N1CCN(Cc2ccncc2)CC1	6	-10	-2	6	-6	6	-9	8
COc1ccc(CNC(=O)CSc2nnc(C(F)(F)F)n2C)cc1	0	16	-2	0	-5	0	5	-4
CC1(C)CC(=O)C(C2=NC3(CCCCC3)Cc3ccccc32)=C(O)C1	-3	-5	-7	17	9	3	-5	4

Brought forward from above: 2 entries, followed by the next part.
SMILES	APJ ag	Gli-Sufu antag	ATG4B inhibitor	APJ antag	CCR6 antagonist	UBC13 polyUb	CXCR6 block	EBI2 antag
COc1ccc(CNC(=O)CSc2nnc(C(F)(F)F)n2C)cc1	0	16	-2	0	-5	0	5	-4
CC1(C)CC(=O)C(C2=NC3(CCCCC3)Cc3ccccc32)=C(O)C1	-3	-5	-7	17	9	3	-5	4
CCN(CC)S(=O)(=O)c1ccc(S(=O)(=O)Nc2cc3c(cc2C(C)=O)OCO3)cc1	-6	-3	5	13	12	1	4	-6
COC(=O)C(C)N(c1ccc(OC)cc1)S(C)(=O)=O (centres undefined)	-2	-3	-4	0	-5	4	5	1
CS(=O)(=O)NCc1ccc(C(=O)O)cc1	0	-6	0	0	13	2	-5	-16
CC(=O)C1=C(C)NC(SCc2cccc3ccccc23)=C(C#N)C1c1ccco1 (centres undefined)	-3	-8	-4	0	10	0	3	7
Cc1nnc(SCc2ccc(CC(=O)O)cc2)o1	12	-17	-6	-17	15	32	6	-16
O=C(NCc1ccccn1)c1ccc(OC2CCN(Cc3ccc(F)cc3F)CC2)cc1	2	-11	-2	-62	-9	-12	-3	1
O=C(CCCn1c(=S)[nH]c2cc3c(cc2c1=O)OCO3)N1CCc2ccccc2C1	-2	5	60*	-11	16	10	7	-6
CCN(C(=O)COC(=O)c1cc(S(=O)(=O)N2CCOCC2)ccc1F)C1CCS(=O)(=O)C1 (centres undefined)	-1	-14	-2	-51	8	-3	-3	8
COc1ccc(CCCc2nnc(SCC(=O)Nc3ccccc3F)o2)cc1	2	1	-14	-11	-8	4	6	0
CCN(CC)C(=O)c1sc(NC(=O)c2cccc([N+](=O)[O-])c2)c(C#N)c1C	-8	27	6	12	13	-4	3	-8

The final 3 records of the section above are carried over, then new ones follow.
SMILES	APJ ag	Gli-Sufu antag	ATG4B inhibitor	APJ antag	CCR6 antagonist	UBC13 polyUb	CXCR6 block	EBI2 antag
CCN(C(=O)COC(=O)c1cc(S(=O)(=O)N2CCOCC2)ccc1F)C1CCS(=O)(=O)C1 (centres undefined)	-1	-14	-2	-51	8	-3	-3	8
COc1ccc(CCCc2nnc(SCC(=O)Nc3ccccc3F)o2)cc1	2	1	-14	-11	-8	4	6	0
CCN(CC)C(=O)c1sc(NC(=O)c2cccc([N+](=O)[O-])c2)c(C#N)c1C	-8	27	6	12	13	-4	3	-8
O=C(OCc1ccc(F)cc1)c1cc(S(=O)(=O)N2CCCCC2)ccc1N1CCOCC1	4	35	-1	1	19	7	3	3
COC(=O)Cn1cnc2c(Cl)nc(F)nc21	x	-1	4	x	7	x	-2	2
CCC(C(=O)O)N1C(=O)c2ccccc2C1=O (centres undefined)	-1	1	-1	4	-6	-2	-3	-19
CSc1ccc(CNC(=O)Cc2ccc(NC(=O)C3=C(C)OCCS3)cc2)cc1	-3	-69	-2	-11	11	-2	-1	-1
O=C(CSc1nc2ccccc2s1)N1CCCCC1	1	-73	-13	-9	5	5	1	-9
